TCR-CD3 inh = inhibitors of human TCR-CD3 interaction, primary screen, biochemical, fluorescence, TAMRA-labeled TCR probe; inhibition, % at 9.4 µM; AID 651800, 2012; 360,000 compounds, 0.37% hits; in the data active = inhibition above about 19%;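 also: recombinant mutant TCR 2C K166C tagged with TAMRA read by polarization; 0% = receptor in buffer alone and 100% = receptor with positive control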
GC-A act = GC-A stimulated cGMP production enhancers – HEK293 GC-A cells, cGMP TR-FRET, EC30 ANP, primary screen | activation, % at 10 µM | 0% at EC30 ANP, 100% saturating ANP | 370,000 compounds, 0.14% hits | Atrial natriuretic peptide receptor 1 (Homo sapiens), P16066; in the data active = activation above about 40%
mABHD4 FP = ABHD4 inhibitors, primary screen, biochemical, fluorescence polarization, mouse; 370,000 compounds, 0.54% hits; purified mABHD4, FP-Rh probe fluorescence polarization; inhibition, % at 8.92 µM;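 active = inhibition exceeding the mean over every tested compound plus 3 SD, cut at about 30% in these data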;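 also: 0% = plate median of compound wells and 100% = S159A mutant with DMSO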
Target sequence (Q8VD66 whole entry, looked up): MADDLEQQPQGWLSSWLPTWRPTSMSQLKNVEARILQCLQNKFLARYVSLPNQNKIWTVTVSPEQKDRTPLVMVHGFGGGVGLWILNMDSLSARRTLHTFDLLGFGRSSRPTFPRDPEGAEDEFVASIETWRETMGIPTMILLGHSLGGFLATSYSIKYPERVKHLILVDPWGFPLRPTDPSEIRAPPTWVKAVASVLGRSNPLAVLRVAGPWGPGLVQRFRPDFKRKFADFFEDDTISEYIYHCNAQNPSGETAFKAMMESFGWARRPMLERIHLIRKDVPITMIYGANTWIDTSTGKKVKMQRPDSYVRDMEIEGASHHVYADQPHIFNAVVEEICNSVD
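assay system = mABHD4 protein | compound dosing = single nominal dose of 8.92 µM, 0.89% DMSO final | read-out basis = percent inhibition of probe binding, normalized to plate controls | schedule = Enzyme–compound pre-incubation 45 min, then probe 60 min, both 25 °C | detection = fluorescence polarization, excitation 525 nm, emission 598 nm, BODIPY TMR filters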
SIAE inh = human SIAE inhibitors, primary screen, biochemical, fluorescence polarization, FP-Rh probe, 1536-well HTS. Sialate O-acetylesterase (Homo sapiens), Q9HAT2. 370,000 compounds, 0.69% hits. inhibition, % at 9.66 µM. AID 1053197, 2014. SIAE FP-Rh probe binding;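 active = inhibition above a cutoff: mean of compounds within the control limits plus 3 SD of those, cut at about 17% in these data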;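 also: 0% = plate median of compound wells and 100% = probe without SIAE protein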
Target sequence (Q9HAT2 whole entry, looked up): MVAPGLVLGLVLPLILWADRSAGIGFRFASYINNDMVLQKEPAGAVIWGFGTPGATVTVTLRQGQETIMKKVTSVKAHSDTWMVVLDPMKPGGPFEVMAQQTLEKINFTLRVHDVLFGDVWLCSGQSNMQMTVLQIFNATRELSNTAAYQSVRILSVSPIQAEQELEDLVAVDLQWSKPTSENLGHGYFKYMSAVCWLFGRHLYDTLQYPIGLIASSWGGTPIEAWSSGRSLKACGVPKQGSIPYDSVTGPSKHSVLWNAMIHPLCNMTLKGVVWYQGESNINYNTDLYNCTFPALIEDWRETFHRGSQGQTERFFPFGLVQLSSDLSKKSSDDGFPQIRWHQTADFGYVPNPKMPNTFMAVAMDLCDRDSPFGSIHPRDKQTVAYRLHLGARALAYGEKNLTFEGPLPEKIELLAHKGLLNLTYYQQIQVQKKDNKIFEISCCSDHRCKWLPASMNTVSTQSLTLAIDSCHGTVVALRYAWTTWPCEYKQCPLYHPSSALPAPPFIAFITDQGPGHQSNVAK
NPR2 activator = human GC-B receptor activators, primary screen, HEK293 GC-B cells, cGMP TR-FRET, EC30 CNP; Atrial natriuretic peptide receptor 2 (Homo sapiens), P20594; 370,000 compounds, 0.11% hits; 0% at EC30 CNP, 100% saturating CNP; AID 1920062, 2024; activation, % at 10 µM;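 active = activation at 10 µM reaching about 35% in either raw or pattern-adjusted values, limit read from the data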
UHRF1 binding = UHRF1 methylated DNA binding inhibitors, primary screen, counter-screen for MBD2 inhibitor project, biochemical, TR-FRET, human UHRF1, single concentration; E3 ubiquitin-protein ligase UHRF1 (Homo sapiens), Q96T88; UHRF1 binding to methylated oligo; inhibition, % at 4.4 µM; 370,000 compounds, 0.75% hits; in the data active = inhibition above about 21%;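 also: UHRF1 SRA domain binding a hemimethylated CpG hairpin DNA probe; 0% = median of test compound wells and 100% = reference inhibitor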
PRMT1 FP inh = PRMT1 methyltransferase inhibitors, primary screen, biochemical, fluorescence polarization | recombinant PRMT1, activity-based probe fluorescence polarization | inhibition, % at 2.79 µM | 370,000 compounds, 1.3% hits | Protein arginine N-methyltransferase 1 (Homo sapiens), Q99873 | AID 652257, 2013;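 active = inhibition above about 21% made by adding two undisclosed values, limit read from the data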
HTRA1 inhibitor = HTRA1 serine protease inhibitors, primary screen, biochemical, fluorescence polarization, HTS; AID 504803, 2011; Q92743; inhibition, % at 5.96 µM; recombinant HTRA1, FP-rhodamine activity-based probe; 340,000 compounds, 0.5% hits; in the data active = inhibition above about 36%;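 also: 0% = enzyme with DMSO and 100% = wells lacking enzyme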
MBD2 inh = inhibitors of MBD2 binding to methylated DNA, primary screen, biochemical, TR-FRET, DNA-binding domain, human; Methyl-CpG-binding domain protein 2 (Homo sapiens), Q9UBB5; MBD2 binding to methylated oligonucleotide; inhibition, % at 4.4 µM; 370,000 compounds, 0.31% hits; AID 686964, 2013; in the data active = inhibition above about 13%
rCAG binder = binders of r(CAG) RNA repeats, primary screen, biochemical, fluorescence; AID 651821, 2012; r(CAG) RNA repeat, TO-PRO-1 dye displacement fluorescence; inhibition, % at 3 µM; 370,000 compounds, 1.3% hits;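 active = inhibition above the plate cutoff, the mean of all test compounds on that plate plus 3 SD, cut at about 35% in these data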;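 also: 0% = DMSO alone and 100% = 100 µM mitoxantrone as full dye displacement; higher means more dye released from RNA so lower well fluorescence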
* marks the source's active call; other numbers are inactive results; . = no result given. An excerpt. The share of hits here may be higher or lower than overall.

Results follow in this order: TCR-CD3 inh	GC-A act	mABHD4 FP	SIAE inh	NPR2 activator	UHRF1 binding	PRMT1 FP inh	HTRA1 inhibitor	MBD2 inh	rCAG binder
> CCOC(=O)c1c(NC(=O)CC)sc(C(=O)N2CCCCC2)c1C
 : 3	5	2	-2	3	0	-1	-3	0	-5
> CCOC(=O)N1[C@@H]2C=C(C)[C@@H]2[C@@H]2[C@@H](C)C(=O)N21
 : 3	-2	0	78*	0	5	-1	5	-1	5
> COC(=O)C1=C(N)Oc2cc(C)n(Cc3cccnc3)c(=O)c2C1c1cc(OC)ccc1OC (centres undefined)
 : 5	-12	3	1	0	1	1	1	0	0
> CCOCc1cc(C)[nH]c(=O)c1C#N
 : 7	-1	0	-2	1	-1	1	2	0	0
> O=C(NC(=S)NC(c1ccccc1)c1ccncc1)c1ccccc1 (centres undefined)
 : -1	2	2	0	5	-1	1	-25	1	-3
> Cc1cc(C)c(S(=O)(=O)c2ccccc2C)c(Cl)n1
 : -4	2	1	2	2	-2	0	-1	0	-1
> Nc1ccc(-c2cc(-c3ccc(N)cc3)nc(-c3ccccc3)n2)cc1
 : 1	8	6	-4	-2	0	-1	2	-4	14
> Cc1cccc(C)c1OCC1CNC(=O)O1 (centres undefined)
 : 1	1	3	-2	6	-1	2	-3	-1	-1
> COc1ccccc1CNC(=O)C(=O)c1cn(CC(=O)N2CCCCC2)c2ccccc12
 : -1	-2	2	1	7	-2	-2	1	-8	5
> Cc1cccc(NC(=O)CNC(=O)Cc2ccc3c(c2)OCCO3)c1C
 : 3	1	-3	-4	2	-2	0	-3	-2	11
> O=c1[nH]nnc2c1sc1nc(N3CCOCC3)c3c(c12)CCCC3
 : 5	7	10	-1	3	-1	-4	-2	-4	-1
> COc1ccc(C(=O)Nc2ccc(S(=O)(=O)Nc3nccnc3OC)cc2)cc1OC
 : 1	3	2	-1	-5	2	2	2	-3	4
> Cc1ccc(NS(=O)(=O)c2ccc3c(c2)N(C)CCO3)cc1
 : -11	-4	10	5	-2	0	1	0	0	0
> CN1C(=O)CC(N2CCN(C(c3ccccc3)c3ccccc3)CC2)C1=O (centres undefined)
 : 4	-2	-5	2	-7	1	1	0	-5	-6
> Cc1nc([N+](=O)[O-])c(C(=O)OCc2ccccc2Br)n1C
 : 8	4	2	2	-7	-1	-2	0	2	1
> CCOc1ccccc1CNC(=O)CN1C(=O)CSc2ccc(S(=O)(=O)N3CCOCC3)cc21
 : 4	-2	0	-3	-2	2	1	4	5	-3
> N#Cc1c(-c2ccccc2)nc(-c2cccnc2)[nH]c1=O
 : -3	1	6	0	8	-3	-2	6	2	2
> COc1ccc(CN2CCN(C(=O)Cn3nc(C(=O)O)c4ccccc4c3=O)CC2)cc1F
 : 6	1	1	5	-3	-1	2	-5	4	1
> O=C(Nn1cnnc1)c1cc2cc(Br)ccc2oc1=O
 : 3	1	-8	0	1	4	2	1	2	2
> O=C(CC(c1ccccc1)c1ccccc1O)NCc1ccco1 (centres undefined)
 : 9	-5	2	4	-3	0	0	-6	-4	0
> O=S(CC1CC1(Cl)Cl)CC1CC1(Cl)Cl (centres undefined)
 : 0	-1	8	0	5	0	0	0	4	0
> O=S(=O)(c1ccc2c(c1)OCCO2)N(Cc1ccc(F)cc1)Cc1nnc(-c2cccs2)o1
 : 9	1	-12	-1	3	-2	0	-22	4	-5
> COc1ccc(C(=O)N2CCN(c3nc(C4CC4)nc4sc(C)c(C)c34)CC2)cc1
 : 2	0	-3	-3	3	1	-1	-55	-2	3
> O=c1[nH]sc2ccccc12
 : 2	11	5	8	8	-2	72*	-4	3	-2
> O=C(Cc1ccccc1)NNC(=O)C1CCCC1
 : -2	-1	-3	1	2	0	-4	3	-4	-2
> O=C(Cc1cccs1)NCc1ccc(Cl)cc1Cl
 : -6	-5	-2	-2	-1	-1	-1	-2	3	3
> O=C1/C(=C/c2ccccn2)SC(=S)N1c1ccc(O)cc1
 : -2	-5	9	-2	-6	-1	7	-7	2	3
> CNC(=O)CSc1nc2ccccc2c(=O)n1-c1cc(OC)ccc1OC
 : 0	1	0	2	4	0	3	-3	-2	-1
> O=C(C[C@H]1C(=O)N(CCc2ccccc2)C[C@@H]1c1ccccc1)Nc1ccccc1
 : 0	2	-1	-3	0	15	0	-6	0	7
> Fc1ccc(-n2cnnn2)c(F)c1
 : -4	-2	-3	-2	-2	3	-1	1	3	-4

(more compounds)
Results follow in this order: TCR-CD3 inh	GC-A act	mABHD4 FP	SIAE inh	NPR2 activator	UHRF1 binding	PRMT1 FP inh	HTRA1 inhibitor	MBD2 inh	rCAG binder
> CN(CC(=O)Nc1ccc(Cl)cc1F)C1=NS(=O)(=O)c2ccccc21
 : -2	-4	1	1	5	0	1	9	0	5
> Cc1c(CCC(=O)N[C@@H](CC(C)C)C(=O)O)c(=O)oc2c(C)c3oc4c(c3cc12)CCCC4
 : 2	1	-13	4	-4	-1	3	-5	-5	38*
> CCn1c(NCc2ccccn2)nc2c1c(=O)n(C)c(=O)n2C
 : 5	-2	-1	1	8	0	-2	-4	-3	-3
> c1ccc2c(c1)OCc1nccn1-2
 : 9	5	3	-2	-7	0	-3	.	-2	2
> NC(=O)C1CCCN(C(=O)c2ccc(S(=O)(=O)N3CCCCCC3)cc2)C1 (centres undefined)
 : 8	-3	3	2	0	1	3	0	-1	-1
> O=C(C1CC1)N(Cc1nc2ccccc2c(=O)[nH]1)Cc1cccs1
 : 2	-2	1	2	0	0	-4	0	-1	-3
> O=[N+]([O-])c1ccc(Sc2cc[n+]([O-])c3ccccc23)c([N+](=O)[O-])c1
 : 3	1	5	6	7	1	-4	-6	1	-3
> CCOc1ccccc1NC(=S)N1CCN(c2nc(-c3ccc(F)cc3)cs2)CC1
 : -1	2	1	7	1	-2	3	-10	-2	2
> O=C1OCc2ccc(NC(=O)c3sccc3Cl)cc21
 : -7	2	-5	-5	0	3	-4	-1	-4	1
> Cc1ccc(NC(=S)N2CCCC(c3nc4ccccc4[nH]3)C2)cc1 (centres undefined)
 : -7	-4	3	2	-5	-5	-2	-4	1	1
> CC1NC(=O)c2cc3ccccc3cc2-n2c1nc1ccccc1c2=O (centres undefined)
 : 3	5	1	-6	4	-1	0	2	-1	-1
> CN(C)CCn1c(C(=O)Nc2ccccc2)cc2ccccc21
 : 5	-5	5	1	-4	-3	-1	-5	3	-4
> CCOc1cc(/C=C2/C(=O)ON=C2C)cc(Br)c1O
 : -8	8	1	2	2	-2	2	2	-1	1
> COC(=O)[C@]12CCCCC=C1N(Cc1ccc(OC)cc1)C(=O)[C@@H]2CC(=O)NCc1ccc(OC)c(OC)c1
 : .	-2	-7	-6	8	-1	-6	.	1	1
> Cc1csc(NC(=O)C2CCN(S(=O)(=O)c3cccs3)CC2)n1
 : 3	-4	-6	-8	-3	1	0	0	0	-1
> Cc1nc2nc3c(c(=O)n2[nH]1)CCCC3
 : -8	-4	1	0	-3	3	0	-3	1	0
> Cc1ccc2sc(N(CCN(C)C)C(=O)/C=C/c3cccs3)nc2c1C
 : -3	3	4	7	-5	-3	3	-27	-7	0
> CCN(CC)C(=O)CSc1nnc(CCCCCNC(=O)OC(C)(C)C)o1
 : 7	1	-1	5	4	-4	-6	0	-4	-7
> Cc1cc(C(=O)Nc2c(C)n(C)n(-c3ccccc3)c2=O)c2ccccc2n1
 : 2	3	-1	0	6	-3	0	6	0	1
> C#Cc1ccc([C@H]2C=C(C(=O)NCc3nc4ccccc4[nH]3)O[C@@H](OCc3ccc(CO)cc3)C2)cc1
 : -6	0	-53	-61	7	-3	4	-89	-5	22
> O=C(COc1ccc(Cl)cc1)N1N=C(c2cccs2)CC1c1ccco1 (centres undefined)
 : -9	1	-2	-5	-1	4	20	-4	1	6
> O=C1SCC(c2ccccc2)=NN1Cc1ccccc1
 : -1	0	-11	0	6	-4	-2	-8	-1	-2
> CC1(Oc2ccccc2-c2ccno2)CCN(Cc2ccc(-c3ccccc3)o2)C1 (centres undefined)
 : -3	-6	0	0	2	1	11	.	0	6
> CCc1ccc(NC(=S)N(CCCN2CCOCC2)Cc2ccccn2)cc1
 : 0	4	15	-6	2	0	-1	-1	5	-8
> CCn1c(CCC(=O)O)nc2cc(S(=O)(=O)N3CCOCC3)ccc21
 : 1	1	9	-2	1	0	-1	1	-3	2
> Cc1ncc(CN2CCC(CO)(Cc3ccccc3)CC2)s1
 : 6	3	0	-1	-1	-1	2	7	-3	-3
> O=C(NCCCN1CCOCC1)/C(=C/c1cccs1)NC(=O)c1ccccc1
 : 3	-3	3	3	-3	-2	2	8	1	-2
> CCc1nnc(NC(=O)C2Cc3ccccc3C(=O)O2)s1 (centres undefined)
 : -9	1	-1	3	0	1	5	-2	2	0
> CC(=O)OCC(=O)Nc1ccc(Br)c(C)c1
 : -1	2	3	-3	2	1	-3	1	-1	0
> CCC12CN3CC(CC)(CN(C1)C3c1c(O)ccc3ccccc13)C2=O (centres undefined)
 : 3	-3	-2	0	-5	-2	-1	-2	0	1

Later entries:
Results follow in this order: TCR-CD3 inh	GC-A act	mABHD4 FP	SIAE inh	NPR2 activator	UHRF1 binding	PRMT1 FP inh	HTRA1 inhibitor	MBD2 inh	rCAG binder
> Cc1ccc(-n2c(SCC(=O)N/N=C/c3c(C)nn(-c4ccccc4)c3C)nc3ccccc3c2=O)cc1
 : -3	-3	4	-4	2	5	-1	-10	0	10
> O=[N+]([O-])c1cc([N+](=O)[O-])c(Oc2c(F)ccc(F)c2F)cc1NN1CCCCC1
 : -6	3	0	-3	-1	1	0	3	1	1
> CC(=O)c1cc(-c2csc(C=O)c2)c(=O)n2c1CCC2
 : .	0	-3	0	-5	0	-1	.	-2	3
> c1ccc(CNC23CC4CC(CC(C4)C2)C3)nc1
 : -1	-1	17	-2	-3	1	3	7	4	-1
> Cc1nnc(SCC(=O)NCCN2C(=O)CSC2=O)n1-c1ccccc1
 : -2	-1	-1	0	1	5	0	1	1	-2
> CC(C)C(=O)NC(c1ccccc1)c1cc([N+](=O)[O-])c2cccnc2c1O (centres undefined)
 : -5	3	15	5	5	-5	-1	39*	-10	15
> Oc1ccc(C=Nc2ccccc2-c2nc3ccccc3[nH]2)c(O)c1
 : 6	9	0	10	16	-4	0	1	-4	8
> CC(=O)Nc1cccc(C(=O)OCCCOc2ccc(F)cc2)c1
 : 2	3	-7	6	0	-1	0	-3	2	-3
> O=C(Oc1ccc(-c2nnco2)cc1)N(c1ccccc1)c1ccccc1
 : -5	-8	1	0	-2	0	2	-4	-1	-3
> O=C(CSc1nc2ccc(Cl)cc2[nH]1)c1ccc2c(c1)OCO2
 : 2	-3	-3	2	-1	-1	0	-10	-3	6
> Cc1cc(-c2ccccc2)nc(SCc2ccc(C(=O)O)cc2)n1
 : -5	-1	-5	-1	-2	1	8	-11	1	25
> COc1cccc(-c2cnc(C(O)c3ccc(SC)cc3)[nH]2)c1 (centres undefined)
 : 6	1	-2	7	2	0	-4	.	-2	5
> Cc1cnc(C(=O)OCC(=O)Nc2c(Cl)cc(Cl)cc2Cl)cn1
 : -1	-1	-3	2	1	-3	0	4	-4	3

Bioassay records: PubChem, several laboratories
